Screening data from PubChem BioAssay.
HSF1 inh = HSF1 inhibition; activity change, negative = inhibition, % at 7.5 µM (by protocol); 0.77% of 300,000 active; NIH3T3-HGL HSE-luciferase, MG132-induced, luminescence 8 h; active compounds read low; AID 2098;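 active means more than half of replicate wells show activity change below -50%, luminescence cut by over half; inconclusive means some wells, but at most half, below -50%; inactive means no replicate well below -50%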;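 further: luciferase reports HSF-1 transcriptional activity via heat shock element; 0% = median of DMSO wells and -100% = zero luminescence signal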
aSyn UTR inh = 5' untranslated region of α-synuclein, MLPCN primary screen; alpha-synuclein 5'UTR reporter, inhibitor activity; inhibition, % (tested at 7.5 µM); 0.82% of 300,000 active; AID 1813; in the data active means inhibition above about 60%; inconclusive means no clear call, values can overlap the other calls;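 further: H4 neuroglioblastoma cells stably carrying SNCA 5'UTR luciferase fusion; 0% = DMSO wells and 100% = positive control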
KLF5 inh = suppresses KLF5 promoter-driven expression | inhibition, % at 5 µM | 0.23% of 290,000 active | DLD-1 KLF5 promoter-luciferase reporter, luminescence | AID 1700;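 active means inhibition above a per-plate limit of that plate's mean compound inhibition plus 3 SD, cut at about 60% in these data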;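 further: 0% = DMSO wells and 100% = LY294002 at 200 µM; higher means less KLF5 promoter-driven luciferase light; inactives centre near -14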
HSP90 inh = inhibitors of HSP90 luciferase refolding in rabbit reticulocyte lysate | 0.91% of 290,000 active | inhibition, % at 5.6 µM | AID 1789 | luciferase refolding luminescence, 3 h;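 active means inhibition above the screen-wide mean plus 3 SD, computed separately per campaign, cut at about 16% in these data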;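 further: 0% = DMSO wells and 100% = 60 µM geldanamycin wells; inhibitors lower the luminescence because luciferase stays unfolded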
AI-2 QS modul = Vibrio harveyi AI-2 quorum sensing modulation; 0.4% of 300,000 active; activity change, % at 7.5 µM; AID 2094; Vibrio harveyi JMH597 AI-2 luminescence/OD600 ratio, 9 h; active compounds read low; strain lacks LuxN and CqsS sensors; 0 = neutral-control median; in the data active means activity change below about -75%, passing the limit was not always enough; inconclusive means no clear call, values can overlap the other calls;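 further: luminescence divided by OD600 gain over 9 h not by final OD600 alone; inactives centre near 13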
HSF-1 act = increases HSF-1 driven luciferase reporter signal | NIH3T3-HGL HSF-1 luciferase reporter, MG132, 8 h; 100% = twice DMSO control signal | activation, % at 9 µM | 1.7% of 300,000 active;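 active means mean replicate activation of at least 50% with a set share of replicates each reaching 50%; inconclusive means only one of those two conditions met; inactive means mean below 50% and too few replicates reaching it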;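 further: 0% = median of the neutral control wells and 100% = twice that signal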
PolyA inhibitor = yeast polyadenylation inhibition; AID 1875; calls only at 12 µM; 0.02% of 300,000 active; S. cerevisiae SKY197-pL101 polyadenylation reporter, beta-gal luminescence; efflux-impaired pdr1/pdr3 knockout yeast; score 100 = 6 SD above DMSO;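 active means lowest replicate activity score at least 50, where 100 means six control SD above control mean; inconclusive means lowest score under 50 but half or more replicates reach 50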;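 further: yeast exposed to compound for 9 h at 30 °C; higher score means more reporter readthrough which indicates perturbed polyadenylation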
IEC-6 cytotox = kills IEC-6 intestinal cells in KLF5 counter-screen; IEC-6 cytotoxicity, luminescence viability; inhibition, % at 5 µM; 0.78% of 290,000 active; in the data active means inhibition above about 22%;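 further: 0% = plate median of test compound wells and 100% = cytotoxic reference compound wells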
GSK3beta inhib = blocks human GSK3beta kinase activity; P49841; activity score (negative = inhibition), % at 10 µM; 0.038% of 300,000 active; AID 2097; GST-GSK3beta kinase, ADP-Glo luminescence, 60 min; active compounds read low;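 active means more than half of replicate wells score below -50%, meaning over 50% inhibition versus plate controls; inconclusive means some replicates but at most half score below -50%; inactive means no replicate scores below -50%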;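 further: 0% = median DMSO wells and -100% = median GW8510 positive control wells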
Target sequence (P49841 whole entry, looked up): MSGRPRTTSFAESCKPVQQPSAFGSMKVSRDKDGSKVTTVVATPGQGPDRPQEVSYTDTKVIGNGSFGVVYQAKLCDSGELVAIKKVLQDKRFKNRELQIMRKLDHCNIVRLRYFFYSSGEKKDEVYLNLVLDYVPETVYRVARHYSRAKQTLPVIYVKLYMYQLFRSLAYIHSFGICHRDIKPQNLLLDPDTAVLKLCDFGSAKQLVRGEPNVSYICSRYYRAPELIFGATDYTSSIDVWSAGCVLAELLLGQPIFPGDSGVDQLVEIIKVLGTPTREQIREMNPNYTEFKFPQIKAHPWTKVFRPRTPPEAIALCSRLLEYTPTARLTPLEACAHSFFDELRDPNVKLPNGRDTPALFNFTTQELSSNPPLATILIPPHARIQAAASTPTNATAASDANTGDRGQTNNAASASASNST
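Test system: GST-fused GSK3beta enzyme, cell-free | Quantity: 1.6 ng GST-GSK3beta enzyme per well | Reagent: 25 µM ATP with peptide substrate | Schedule: 60 min enzyme reaction, room temperature | Signal: Luminescent ADP-Glo measurement of ADP formed | Read-out basis: Score relative to plate controls | Control set: DMSO and 20 µM GW8510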
GSK3 alpha inh = inhibitors of human GSK-3 alpha kinase; ADP-Glo luminescence, 60 min; 0.1% of 320,000 active; inhibition, % at 10 µM; P49840; AID 2650;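 in the data active means inhibition above about 50%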;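 further: GST-tagged GSK-3 alpha with peptide substrate and 25 µM ATP; 0% = DMSO neutral wells and 100% = GW8510 positive control wells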
Target sequence (P49840 whole entry, looked up): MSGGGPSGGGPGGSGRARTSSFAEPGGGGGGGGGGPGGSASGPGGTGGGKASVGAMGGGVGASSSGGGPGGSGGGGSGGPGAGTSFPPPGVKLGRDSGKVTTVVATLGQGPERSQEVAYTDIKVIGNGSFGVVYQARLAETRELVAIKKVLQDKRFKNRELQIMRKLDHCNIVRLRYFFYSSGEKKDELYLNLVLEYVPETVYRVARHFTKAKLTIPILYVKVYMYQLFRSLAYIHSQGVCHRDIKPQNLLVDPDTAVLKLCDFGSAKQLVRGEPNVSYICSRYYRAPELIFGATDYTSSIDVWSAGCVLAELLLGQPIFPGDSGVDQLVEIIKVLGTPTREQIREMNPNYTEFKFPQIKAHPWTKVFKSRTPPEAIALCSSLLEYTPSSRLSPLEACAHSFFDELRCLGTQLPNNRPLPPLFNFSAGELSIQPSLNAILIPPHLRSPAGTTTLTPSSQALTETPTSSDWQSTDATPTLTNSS
The depositor's hits bear a star; i = inactive; ? = inconclusive; nt = not tested or not shown. Some of the compounds tested. The share of hits here may be higher or lower than overall.

1) Cc1cc(OCC(=O)Nc2cc(C(C)(C)C)on2)ccc1[N+](=O)[O-]
2) CCN1C(c2ccccc2)C(C)C(=O)C(C)C1c1ccccc1 (stereo unspecified)
3) O=C(NCC(=O)N(CCN1CCOCC1)C(C(=O)NC1CCCC1)c1cccnc1)c1cccs1 (stereo unspecified)
4) N#CC[C@H](c1ccccc1)N1CCN(Cc2ccccc2)CCC1=O
5) O=C(CN1C(=O)c2ccccc2S1(=O)=O)N1CCN(c2ccccc2)CC1
6) COc1ccc(/C=C(\NC(=O)c2ccccc2)C(=O)OCC2CCCN3CCCCC23)cc1OC (stereo unspecified)
entry no.,1,2,3,4,5,6
HSF1 inh,-5,-3,-4,5,-5,1
aSyn UTR inh,8,3,13,6,1,0
KLF5 inh,-47,-26,-14,-6,-20,-2
HSP90 inh,3,3,1,-8,0,-1
AI-2 QS modul,6,12,7,29,5,14
HSF-1 act,-1,-5,-10,-7,3,8
PolyA inhibitor,i,i,i,i,i,i
IEC-6 cytotox,2,-3,4,3,-6,-1
GSK3beta inhib,-1,0,-4,-1,-6,-1
GSK3 alpha inh,-1,nt,-1,-2,-1,-2

7) O=C(NC1CCCCC1)c1noc2c1CCCCC2
8) CCN1C(=O)CC(C(=O)Nc2ccc(F)cc2)SC1=Nc1cccc(OC)c1 (stereo unspecified)
9) CC1CCc2nn(CC(=O)N3CCc4ccccc43)cc2C1 (stereo unspecified)
10) Cc1onc(-c2c(F)cccc2Cl)c1C(=O)NCCc1ccncc1
11) O=c1c2cnn(-c3ccc(F)cc3)c2ncn1Cc1ccccn1
12) CCCCC12CN3CCN(CC(C3)/C1=N\NC(=O)Nc1ccccc1)C2
entry no.,7,8,9,10,11,12
HSF1 inh,-25,11,8,1,2,-2
aSyn UTR inh,-90,21,-4,2,12,-8
KLF5 inh,-103,-20,-39,-5,-18,-6
HSP90 inh,19*,0,0,-1,6,-6
AI-2 QS modul,5,8,18,27,45,-7
HSF-1 act,-21,12,30,-3,32,9
PolyA inhibitor,i,i,i,i,i,i
IEC-6 cytotox,0,4,-5,2,-2,-1
GSK3beta inhib,-4,-8,-2,1,2,1
GSK3 alpha inh,5,2,nt,1,nt,2

Four entries from above, set out differently:
no. | mol | HSF1 inh | aSyn UTR inh | KLF5 inh | HSP90 inh | AI-2 QS modul | HSF-1 act | PolyA inhibitor | IEC-6 cytotox | GSK3beta inhib | GSK3 alpha inh
10 | Cc1onc(-c2c(F)cccc2Cl)c1C(=O)NCCc1ccncc1 | 1 | 2 | -5 | -1 | 27 | -3 | i | 2 | 1 | 1
7 | O=C(NC1CCCCC1)c1noc2c1CCCCC2 | -25 | -90 | -103 | 19* | 5 | -21 | i | 0 | -4 | 5
8 | CCN1C(=O)CC(C(=O)Nc2ccc(F)cc2)SC1=Nc1cccc(OC)c1 (stereo unspecified) | 11 | 21 | -20 | 0 | 8 | 12 | i | 4 | -8 | 2
9 | CC1CCc2nn(CC(=O)N3CCc4ccccc43)cc2C1 (stereo unspecified) | 8 | -4 | -39 | 0 | 18 | 30 | i | -5 | -2 | nt

(continued)
13) Cc1c(NC(=O)c2ccccc2N(C)S(=O)(=O)c2ccccc2)c(=O)n(-c2ccccc2)n1C
14) COc1ccc(-c2cnn(-c3ccccc3)c2N)cc1OC
15) Cc1cc(NCCCO)n2c(nc3ccccc32)c1C#N
16) CCc1ccc(/C=N/N2CCN(c3ccccn3)CC2)cc1
17) C=CCn1c(Sc2ccccc2)nc2c1c(=O)[nH]c(=O)n2C
18) CCCC1(C(=O)OC)NC(c2cc(OC)c(OC)c(OC)c2)C2C(=O)N(CC)C(=O)C21 (stereo unspecified)
entry no.,13,14,15,16,17,18
HSF1 inh,6,10,-5,3,-5,nt
aSyn UTR inh,11,-32,15,-108,?,nt
KLF5 inh,-18,-34,1,-29,-17,-7
HSP90 inh,-1,-4,-2,-2,-4,-1
AI-2 QS modul,24,5,6,20,24,nt
HSF-1 act,6,-7,6,22,-13,nt
PolyA inhibitor,i,i,i,i,i,nt
IEC-6 cytotox,1,-4,2,3,-1,-2
GSK3beta inhib,4,-4,1,-1,-3,nt
GSK3 alpha inh,-1,0,nt,-4,-2,1

19) CC(=O)N1CCc2ccccc2C1CC(=O)O (stereo unspecified)
20) CC(=O)c1ccc2c(c1)OCCOCCOc1ccccc1OCCOCCO2
21) COc1ccc(C(NC(=O)c2ccc(=O)[nH]c2)C(=O)Nc2ccc(C(C)C)cc2)cc1 (stereo unspecified)
22) CCC(=O)Nc1cccc(NC(=S)NC(=O)c2cccc(C)c2)c1
23) COC(=O)c1sc(NC(=S)NNC(=O)c2c(Br)c(C)nn2C)c(C(=O)OC)c1C
24) O=C1NC(=O)c2cc(NC(=O)C3CCCO3)ccc21 (stereo unspecified)
entry no.,19,20,21,22,23,24
HSF1 inh,-5,-6,-61*,24,9,1
aSyn UTR inh,1,21,5,-172,-8,-1
KLF5 inh,17,-3,-17,-115,12,9
HSP90 inh,4,-2,0,-4,-1,2
AI-2 QS modul,17,23,15,13,64,22
HSF-1 act,-10,-7,-72,39,31,31
PolyA inhibitor,i,i,i,i,i,i
IEC-6 cytotox,4,1,-4,4,-8,0
GSK3beta inhib,1,1,2,-1,1,-9
GSK3 alpha inh,12,3,4,0,-2,17

A draw from above in order of number of heavy atoms, falling:
21) COc1ccc(C(NC(=O)c2ccc(=O)[nH]c2)C(=O)Nc2ccc(C(C)C)cc2)cc1 (stereo unspecified)
23) COC(=O)c1sc(NC(=S)NNC(=O)c2c(Br)c(C)nn2C)c(C(=O)OC)c1C
19) CC(=O)N1CCc2ccccc2C1CC(=O)O (stereo unspecified)
entry no.,21,23,19
HSF1 inh,-61*,9,-5
aSyn UTR inh,5,-8,1
KLF5 inh,-17,12,17
HSP90 inh,0,-1,4
AI-2 QS modul,15,64,17
HSF-1 act,-72,31,-10
PolyA inhibitor,i,i,i
IEC-6 cytotox,-4,-8,4
GSK3beta inhib,2,1,1
GSK3 alpha inh,4,-2,12

(list continues)
25) Cc1cc(SCC(=O)N/N=C/c2ccco2)nc2ccccc12
26) CC(C)NC(=O)CNc1ccc(C(F)(F)F)cc1[N+](=O)[O-]
27) CNCc1ccccc1Sc1cccc2ccccc12
28) COc1ccc(CCn2c(-c3ccccc3)nc3c(c(=O)c4ccccc4n3C)c2=O)cc1
29) NC(=O)c1ccsc1NC(=O)COC(=O)Cc1n[nH]c(=O)c2ccccc12
30) CCOc1ccc(N2C(=O)/C(=C/c3cc(OC)c(OC)c(OC)c3)N(CC(=O)OC)C2=S)cc1
entry no.,25,26,27,28,29,30
HSF1 inh,-1,-1,9,-7,-2,27
aSyn UTR inh,2,-10,8,-86,-2,-17
KLF5 inh,-2,-12,-10,14,nt,2
HSP90 inh,-3,-3,0,4,nt,10
AI-2 QS modul,41,3,27,14,nt,6
HSF-1 act,-5,-9,0,-6,-7,29
PolyA inhibitor,i,i,i,i,i,i
IEC-6 cytotox,2,3,10,9,nt,0
GSK3beta inhib,-2,2,-1,-1,nt,3
GSK3 alpha inh,1,9,5,6,0,-1

31) COc1ccc(-c2ccc(CNCCCN3CCOCC3)o2)cc1Cl
32) O=C(c1cccs1)N(C(=O)c1cccs1)c1ccccn1
33) Cc1cc(C)c2c(=O)c3c(oc2c1)C(=O)N(CCO)C3c1cccc(O)c1 (stereo unspecified)
34) O=C(NCCCNc1ccnc2cc(Cl)ccc12)c1ccccc1F
35) O=C(CN1C(=O)/C(=C/c2ccccc2Cl)SC1=S)NC1C=CS(=O)(=O)C1 (stereo unspecified)
36) O=C(CN(Cc1ccc(F)cc1)C(=O)CNS(=O)(=O)c1ccccc1)NCc1ccco1
entry no.,31,32,33,34,35,36
HSF1 inh,-4,1,3,-9,1,6
aSyn UTR inh,-16,-52,-3,-6,-21,-9
KLF5 inh,-29,-38,-12,-5,-49,-19
HSP90 inh,0,-4,0,2,1,-1
AI-2 QS modul,7,38,7,16,3,2
HSF-1 act,17,25,11,-4,-7,13
PolyA inhibitor,i,i,i,i,i,i
IEC-6 cytotox,-3,-4,-3,8,-2,-5
GSK3beta inhib,2,1,1,-1,1,5
GSK3 alpha inh,-1,-3,1,7,-9,-1

37) O=C(NC1CC1)c1nc(Cn2cc([N+](=O)[O-])cn2)no1
38) O=C(CN(C(=O)CNC(=O)c1ccco1)c1ccc(Cl)c(Cl)c1)NC1CCCCC1
39) CC(NC(=O)Cn1cnc2c1c(=O)n(C)c(=O)n2C)c1ccccc1 (stereo unspecified)
40) O=C(CN(CC1CCCO1)C(=O)CNS(=O)(=O)c1ccc(F)cc1)NC1CCCCC1 (stereo unspecified)
41) N#CC(C(=O)NC1CCCCC1)=C1CCCCCC1
42) C=CCNC(=O)CC(=O)N/N=C/c1ccc(C(=O)OC)cc1
43) O=C(c1ccc2ccccc2n1)N(CCO)Cc1ccccc1
44) CCOC(=O)/C(C#N)=C/C1=C(N2CCCC2)CC(C)(CC)OC1 (stereo unspecified)
entry no.,37,38,39,40,41,42,43,44
HSF1 inh,-2,-6,0,-2,-6,-1,-1,-1
aSyn UTR inh,0,13,6,24,18,14,22,-1
KLF5 inh,-14,-5,-13,-26,-28,-20,-3,-31
HSP90 inh,1,-1,-1,0,0,-3,2,1
AI-2 QS modul,12,-3,9,10,-4,9,13,9
HSF-1 act,-14,3,7,-1,0,-7,9,2
PolyA inhibitor,i,i,i,i,i,i,i,i
IEC-6 cytotox,-1,2,-4,-2,2,-4,-5,0
GSK3beta inhib,-3,-4,-1,1,3,1,-1,-1
GSK3 alpha inh,nt,-1,0,-1,5,-32,-1,-3
